# LMNA splice mod: modulators of lamin A splicing. HeLa LMNA splicing GFP/RFP minigene ratio, 48 h. Potency, µM (doses to about 46.1 µM), inactives show at the highest dose ratio change, negative = inhibition, hits mostly inhibitors. 200,000 tested, 0.01% active. AID 1487; active = well fitted inhibition curve with a large enough effect in the signal ratio, with a control signal flat, not every such curve was filed as active; inconclusive = small, poorly fitted or top-dose-only effect, or effect the other way, or a change in a side signal; the % refers to the signal ratio; note: potency is the fitted concentration of half-maximal effect; % is set by controls: 0 for no effect and ±100 for the full control effect
#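 Read-out is the ratio of GFP to DsRed2 object intensity, acquired by 488 nm laser-scanning cytometry on HeLa lamin A-EGFP minigene reporter cells. Compound incubation 48 hrs at 37 °C in Opti-MEM with 2% FBS; DMSO 0.5% final.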
# CBFb RUNX1 block: blocks binding between human CBF-beta and RUNX1; Q01196+Q13951; AlphaScreen CBFb-His/RUNX1-biotin binding, biochemical; Potency, µM (top dose mostly 59.8 µM), without a hit: at the highest dose activity, negative = inhibition, most hits filed as inhibitors; 230,000 tested, under 10 active; note: % of control where 0% means no effect
#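 Bead-based AlphaScreen assay; binding partners His-tagged CBF-beta and biotinylated RUNX1 at 30 nM each. Compound exposure 15 min after a 20-min protein preincubation; bead step 90 min; all steps at room temperature.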
# GLA spleen mod: inhibits or activates alpha-galactosidase in human spleen homogenate; P06280; human spleen homogenate, 4MU-alpha-Gal fluorescence, 40 min; Potency, µM (highest dose often 80 µM), without a hit: at the highest dose activity change, negative = inhibition, actives largely listed as inhibitors; 240,000 tested, 0.008% active; AID 2107;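 note: potency is the fitted concentration of half-maximal effect; 0% = enzyme with vehicle and -100% = no enzyme basal signal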
# Target sequence (P06280 32-429 limits assumed): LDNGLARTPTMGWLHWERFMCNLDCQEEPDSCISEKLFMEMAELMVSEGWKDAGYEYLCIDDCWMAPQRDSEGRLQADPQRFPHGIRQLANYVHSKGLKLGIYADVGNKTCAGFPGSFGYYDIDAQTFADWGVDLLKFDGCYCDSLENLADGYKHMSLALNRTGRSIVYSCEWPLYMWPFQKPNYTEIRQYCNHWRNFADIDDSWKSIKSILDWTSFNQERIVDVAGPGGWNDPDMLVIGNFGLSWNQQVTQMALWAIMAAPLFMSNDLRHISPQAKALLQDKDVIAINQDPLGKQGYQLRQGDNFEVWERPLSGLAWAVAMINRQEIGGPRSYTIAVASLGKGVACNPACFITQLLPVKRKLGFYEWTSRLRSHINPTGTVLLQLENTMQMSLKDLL
#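 qHTS titration in buffer at pH 5.0. Alpha-galactosidase activity in spleen homogenate was measured via 4-methylumbelliferone release from 1 mM fluorogenic substrate after 40 min at 37C and a pH 10 stop. AC50 came from Hill fits of control-normalized data.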
# Luc counter: Kinase-Glo luciferase inhibition (counter-screen). Q27757. Kinase-Glo luciferase, ATP luminescence, 8 min. Potency, µM (top dose mostly 38.3 µM), for the others: top-dose activity change, negative = inhibition, most hits filed as inhibitors. 200,000 tested, 0.28% active; note: potency is the fitted concentration of half-maximal effect; % is set by controls: 0 for no effect and ±100 for the full control effect; nearly all actives have a fitted effect of over 60% in size
#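 Kinase-Glo luciferase light output from ATP and luciferin was measured with 10 uM ATP, within the enzyme's linear range. Buffer: 50 mM imidazole pH 7.2, 50 mM KCl, 7 mM MgCl2, 0.01% Tween 20, 0.05% BSA; luminescence read after 8 min at ambient temperature.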
# IMPase Li inh: membrane-permeable IMPase blocker, potentiated with lithium. CHO-M1 cells, IP1 TR-FRET (IP-One), carbachol + lithium. 210,000 tested, 0.35% active. Potency, µM (highest dose often 59.4 µM), without a hit: at the highest dose activity, negative = IMPase inhibition, usual class: inhibitors. AID 1457;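 note: IP1 builds up when IMPase is blocked and the TR-FRET signal falls; potency is the fitted concentration of half-maximal effect; plate controls were basal vehicle for no effect and high inhibitor control for full effect; nearly all actives have a fitted effect of over 50% in size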
#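 CHO cells stably expressing M1 receptor (2000/well) were cultured 16–30 h, then exposed to compounds with a small lithium addition for 30 min at 37C. IP1 was measured by TR-FRET competition; AC50 from Hill fits.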
# Epigenetic reg: regulators of epigenetic silencing causing reporter derepression in mouse cells; murine LDR cells, GFP reporter derepression, 30 h; Potency, µM (top dose mostly 53.9 µM), inactives show at the top dose GFP activation, most hits filed as activators; 280,000 tested, 0.2% active; AID 1865; note: potency is the fitted concentration of half-maximal effect; % of control where 0% means no effect; nearly all actives have a fitted effect of over 60% in size
#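 Reporter derepression read as number of fluorescent GFP-positive objects, 20-120 um in size, counted by laser-scanning cytometer. Mouse LDR line with an epigenetically silenced CMV-GFP locus; compound incubation 30 h, 37 C.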
# NPSR antag: neuropeptide S receptor (human) antagonism, cAMP; Q6W5P4; CHO-NPSR cells, cAMP TR-FRET, antagonist mode; Potency, µM (highest dose often 38.3 µM), for inactives: top-dose activity change, negative = inhibition, actives largely listed as inhibitors; 220,000 tested, 1% active; AID 1461; note: potency is the fitted concentration of half-maximal effect; % is set by controls: 0 for no effect and ±100 for the full control effect; nearly all actives have a fitted effect of over 50% in size; many of its hits are not listed in these tables
# Target sequence (Q6W5P4 whole entry, looked up): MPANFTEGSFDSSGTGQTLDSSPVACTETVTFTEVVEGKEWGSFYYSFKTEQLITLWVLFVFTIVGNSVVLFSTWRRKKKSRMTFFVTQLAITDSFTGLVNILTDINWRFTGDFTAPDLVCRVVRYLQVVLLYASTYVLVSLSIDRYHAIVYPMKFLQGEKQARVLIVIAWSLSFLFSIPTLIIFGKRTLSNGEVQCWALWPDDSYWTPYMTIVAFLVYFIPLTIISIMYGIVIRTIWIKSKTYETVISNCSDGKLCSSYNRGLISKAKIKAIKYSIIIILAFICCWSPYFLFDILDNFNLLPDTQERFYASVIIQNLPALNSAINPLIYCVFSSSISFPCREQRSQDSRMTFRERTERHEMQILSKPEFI
# An asterisk follows results filed as active; ? = inconclusive; nt = no result given; [ ] = dose if it differs, or a comment. Unless noted, calls come from the whole dose curve; as a rule, active = well fitted curve in the direction sought with a large enough effect; inconclusive = small, poorly fitted or top-dose-only effect, or another doubt; inactive = no such curve, though single readings can be large; an effect the other way counts as inactive or inconclusive.
SMILES,LMNA splice mod,CBFb RUNX1 block,GLA spleen mod,Luc counter,IMPase Li inh,Epigenetic reg,NPSR antag
O=C(CSc1ncccn1)NN=C1CCCCCCC1,4.9%,-1.8%,-9.6%,-2.5%,13.5%[38.3 µM],-1.2%,-3.2%[46.1 µM]
CCOC(=O)Cn1c(=NC(=O)CSC(C)=O)sc2ccccc21,-1.8%,6.3%,-0.6%,3.1%,44.0%[activator][38.3 µM],1.3%,?
CC(=O)[C@H]1CC[C@@H]2[C@H]3CC=C4C[C@@H](O)CC[C@]4(C)[C@H]3CC[C@]12C,?,-23.0%[21.7 µM],6.2%[29.1 µM],0.3%[17.1 µM],7.1%,1.4%[16.9 µM],nt
Cc1ccc(C(=O)N/N=C\C=C\c2ccccc2[N+](=O)[O-])cn1,?,-6.2%,12.8%,1.1%,14.5%,-4.3%,-23.6%
COc1cc(NC(=O)c2cc(Cl)ccc2Cl)ccc1-c1cc2ccccc2oc1=O,15.8%,-1.4%,4.0%,-1.0%,-16.1%[38.3 µM],16.3%,-18.8%[46.1 µM]
Cc1nn(-c2ncc(C(F)(F)F)cc2Cl)c(=O)n1-c1cccc(F)c1,24.5%[46 µM],1.1%,-2.0%,-0.9%,-2.7%,8.4%,3.4%
Cc1cc(N2C(=O)C(O)=C(C(=O)c3ccc(C)o3)C2c2cccs2)no1 (centres undefined),1.8%,0.4%,3.9%,-1.6%,10µM*,0.1%,7.94µM*
Cc1cc(C(=O)N2CCN(c3ccc(C(F)(F)F)cn3)CC2)c(C)o1,9.0%[46 µM],4.4%,-8.7%,nt,nt,2.2%,22.9%
Cc1nnc(SCC(=O)N2CCc3ccccc3C2)n1-c1ccccc1,4.6%,-0.9%,0.9%,-4.9%,-3.6%,-1.3%,18.9%
O=S(=O)(N1CCCCC1)N1CCN(c2ccccc2F)CC1,-4.8%,3.3%,2.7%,0.2%,15.4%[38.3 µM],-1.0%,-7.3%[46.1 µM]
COc1ccc(NC(=O)CSc2ncc(-c3ccc(F)cc3)n2Cc2ccco2)cc1,?,?,-7.5%,-0.5%,18.0%,-3.7%,-24.3%[46.1 µM]
CCOc1ccc(NC(=S)Nc2ccccc2C2(C)CC2)cc1,?,-0.7%,1.6%,-0.7%,12.3%,0.0%,-15.9%
CCOC(=O)c1cc2occc2n1CC(=O)NC1CCC(C)CC1 (centres undefined),-4.9%,12.2%,-15.0%,-1.2%,3.2%[38.3 µM],-0.9%,6.0%[7.67 µM]
Cc1cccc(NC(=S)N(Cc2cccs2)Cc2cc3cc(C)ccc3[nH]c2=O)c1,-11.5%,-7.3%,1.9%,5.5%,3.9%,-3.2%,-12.6%
CC(C)C(=O)NC(NC(=S)NC1CCS(=O)(=O)C1)C(Cl)(Cl)Cl (centres undefined),-11.1%,0.6%,1.1%,1.9%,8.7%,0.0%,3.1%[46.1 µM]
O=[N+]([O-])c1ccccc1/C=N/N1CCN(c2ccncc2S(=O)(=O)N2CCCCC2)CC1,?,?,-3.3%,3.2%,7.9%,-0.9%,-31.0%
NC(=O)Nc1cc(Cl)ccc1Cl,nt,-7.7%,-0.8%,nt,nt,0.0%,-8.9%
CSCCC(NC(=O)c1cccc(C)c1)C(=O)O (centres undefined),-6.0%[46 µM],-1.8%,-3.1%,7.2%,-11.4%,0.0%,15.0%
CCOc1cc(/C=N/n2c(C)nc3sc(C)c(C)c3c2=O)ccc1O,?,2.9%,4.8%,-5.1%,0.1%,-0.1%,3.7%
CC(C(=O)O)n1c(-c2ccn[nH]2)n[nH]c1=S (centres undefined),nt,0.9%,0.5%,nt,nt,4.0%,-7.1%

# Full records as entered above:
# CC(=O)[C@H]1CC[C@@H]2[C@H]3CC=C4C[C@@H](O)CC[C@]4(C)[C@H]3CC[C@]12C across the screens: LMNA splice mod: ?; CBFb RUNX1 block: -23.0%[21.7 µM]; GLA spleen mod: 6.2%[29.1 µM]; Luc counter: 0.3%[17.1 µM]; IMPase Li inh: 7.1%; Epigenetic reg: 1.4%[16.9 µM]; NPSR antag: nt
# Cc1nn(-c2ncc(C(F)(F)F)cc2Cl)c(=O)n1-c1cccc(F)c1 across the screens: LMNA splice mod: 24.5%[46 µM]; CBFb RUNX1 block: 1.1%; GLA spleen mod: -2.0%; Luc counter: -0.9%; IMPase Li inh: -2.7%; Epigenetic reg: 8.4%; NPSR antag: 3.4%

# The main list resumes, repeating the three entries before the break.
SMILES,LMNA splice mod,CBFb RUNX1 block,GLA spleen mod,Luc counter,IMPase Li inh,Epigenetic reg,NPSR antag
CSCCC(NC(=O)c1cccc(C)c1)C(=O)O (centres undefined),-6.0%[46 µM],-1.8%,-3.1%,7.2%,-11.4%,0.0%,15.0%
CCOc1cc(/C=N/n2c(C)nc3sc(C)c(C)c3c2=O)ccc1O,?,2.9%,4.8%,-5.1%,0.1%,-0.1%,3.7%
CC(C(=O)O)n1c(-c2ccn[nH]2)n[nH]c1=S (centres undefined),nt,0.9%,0.5%,nt,nt,4.0%,-7.1%
O=c1c(-c2ccccc2)c1-c1ccccc1,?,-0.4%,-0.3%,nt,nt,-1.1%,-35.7%
O=C(C1CCCN(Cc2ccc3c(c2)OCO3)C1)N1CCCC1 (centres undefined),1.6%,-0.7%,8.5%,nt,nt,1.0%,-5.6%[46.1 µM]
CC(C)Cc1cc(C(=O)NCCCN2CCOCC2)no1,nt,5.7%,-0.7%,nt,-0.4%,-0.1%,-29.0%
O=C(CC1CCCCC1)NC1CCCC1,-8.4%,4.9%,8.2%,-1.7%,6.8%[38.3 µM],0.0%,-0.2%[46.1 µM]
Cc1ccc(S(=O)(=O)NCC(=O)N2CCCC2)cc1,12.3%,0.2%,-0.4%,-0.4%,26.2%[38.3 µM],0.0%,-6.9%[46.1 µM]
Cc1ccc(C(=O)Cn2cc([N+](=O)[O-])nc2C)cc1,12.6%[46 µM],4.0%,5.5%,nt,nt,1.0%,-18.2%
COc1ccc(CCNC(=O)COC(=O)Cn2cnc3ccccc32)cc1OC,-8.1%[46 µM],4.6%,7.8%,4.9%,-3.8%,-0.9%,8.9%
Cc1nn(C)c(C)c1CNC(=O)c1cc2n(n1)C(C(F)(F)F)CC(c1cccs1)N2 (centres undefined),?,10.5%,-4.6%,1.2%,5.1%[38.3 µM],-0.8%,-8.9%[46.1 µM]
CC(=O)Nc1ccc(NC(=O)Cn2cc3c(n2)CCC(C)C3)cc1 (centres undefined),-8.7%,-5.4%,4.9%,-1.1%,14.4%,-0.8%,-7.6%[46.1 µM]
N#C/C(=C/c1ccc(N2CCCC2)c([N+](=O)[O-])c1)c1nc2ccccc2[nH]1,?,-6.3%,0.4%,-1.7%,21.6%[38.3 µM],0.0%,-8.4%[46.1 µM]
O=C(COC(=O)/C=C/c1ccc(Cl)cc1)Nc1ccc2c(c1)OCCO2,1.8%,-3.4%,5.5%,0.0%,9.4%,0.0%,5.0%
COc1ccc(S(=O)(=O)N(CC(=O)NCCC(C)C)c2ccccc2)cc1OC,nt,12.5%,2.0%,nt,nt,-0.7%,16.0%
CCOC(=O)c1c(NC(NC(C)=O)C(Cl)(Cl)Cl)sc(C(C)=O)c1C (centres undefined),1.1%,-4.1%,-10.0%,-1.9%,16.1%[38.3 µM],0.1%,?
C=CCS/C(=N\n1cnc2ccccc2c1=O)N1CCCCC1,?,-1.3%,-2.1%,-0.1%,7.4%[38.3 µM],-1.9%,-1.0%[46.1 µM]
CC(/C=N\NC(=O)CN1CCN(Cc2ccccc2)CC1)=C\c1ccco1,-2.6%,-4.5%,-1.0%,0.0%,7.3%,1.3%,-1.4%[46.1 µM]
CC(C)c1ccccc1NC(=S)NN(Cc1ccccc1)c1ccccc1,-11.3%,-12.0%,1.5%,-3.4%,11.3%[38.3 µM],1.2%,?
CC(C)(C)OC(=O)N1CC=C2C(C#N)=C(N)C(C#N)(C#N)C(c3cccs3)C2C1 (centres undefined),0.2%,6.3%,8.9%,-2.9%,33.0%[38.3 µM],1.8%,-10.1%[46.1 µM]
Cc1cccc(Cn2cnc3ccccc32)c1,2.2%,-1.9%,10.9%,-1.6%,7.0%[38.3 µM],-0.2%,-8.2%[46.1 µM]
Cn1c(-c2ccc(=O)[nH]c2)nc2ccccc21,nt,2.4%,-1.5%,0.7%,1.0%,-6.4%,-19.4%
O=C(NCCN1CCOCC1)NC1(C(F)(F)F)Oc2ccc(Cl)cc2O1 (centres undefined),?,-4.6%,-7.5%,0.2%,8.4%,-1.0%,27.9%

# Look-ups from the list.
# Cc1nn(C)c(C)c1CNC(=O)c1cc2n(n1)C(C(F)(F)F)CC(c1cccs1)N2 (centres undefined) @ NPSR antag = -8.9%[46.1 µM]
# Cc1cccc(Cn2cnc3ccccc32)c1 @ GLA spleen mod = 10.9%
# CC(C)(C)OC(=O)N1CC=C2C(C#N)=C(N)C(C#N)(C#N)C(c3cccs3)C2C1 (centres undefined) @ NPSR antag = -10.1%[46.1 µM]
# C=CCS/C(=N\n1cnc2ccccc2c1=O)N1CCCCC1 @ Epigenetic reg = -1.9%

# Other structures:
SMILES,LMNA splice mod,CBFb RUNX1 block,GLA spleen mod,Luc counter,IMPase Li inh,Epigenetic reg,NPSR antag
O=C(/C=C/c1ccco1)Nc1cc(Cl)ccc1C(=O)O,-21.3%,-2.5%,5.0%,-1.3%,-7.5%,-1.6%,-37.7%
CCOC(=O)c1c(C)nc(C(Cl)(Cl)Cl)nc1N,?,-9.4%,-5.5%,0.8%,4.7%,1.2%,8.2%
COc1ccc(N2CCCn3c2nc2c3c(=O)n(Cc3ccccc3)c(=O)n2C)c(OC)c1,?,3.7%,0.8%,0.6%,9.1%,1.8%,43.9%
NC1=NC(=O)C(CC(=O)c2ccc(Cl)cc2)S1 (centres undefined),-9.6%,-14.0%,-3.9%,5.2%,-11.4%,-1.0%,14.9%
NC1=NCc2ccccc21,-6.1%,-3.6%,3.8%,-1.9%,24.6%[38.3 µM],1.9%,-2.6%[46.1 µM]
COc1ccc(/C=C/C(O)=C2/C(=O)N(C)C3(C)CC2c2ccccc2O3)cc1 (centres undefined),?,?,-6.3%,-4.9%,2.6%[38.3 µM],-1.1%,-24.9%[46.1 µM]
N=c1n(CC(=O)c2ccc([N+](=O)[O-])cc2)c2ccccc2n1Cc1ccccc1,-9.6%,2.2%,-7.0%,0.7%,6.1%,22.4µM*,-18.7%
Cc1nn(Cc2ccccc2)c2sc(C(=O)NCc3cccnc3)cc12,?,15.1%,6.0%,-6.0%,-5.8%[38.3 µM],0.3%,?
O=C(CSc1n[nH]c(-c2ccccc2)n1)c1ccc(O)c(O)c1,?,-12.0%,0.4%,-1.6%,-8.1%[38.3 µM],1.5%,?

# Screening data: PubChem, National Center for Advancing Translational Sciences (NCATS)

# Not all compounds are listed (hit frequency here may not be typical).
